Rpn11 block: inhibitors of human proteasome Rpn11; O00487; human 26S proteasome, Ub4-pepOG fluorescence polarization; 20S core pre-blocked with epoxomicin; calls only at 20 µM; 0.59% of 360,000 active;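 active = inhibition at 20 µM, scaled to each plate's controls, above about 33%, limit read from the data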
DNMT1 block: inhibitors of human DNMT1. P26358. DNMT1 molecular beacon, Hinp1I cleavage, fluorescence. inhibition (reported as % activation of signal), % at 10 µM. 0.83% of 360,000 active; in the data active = inhibition above about 50%
Scp1 inh: inhibitors of human Scp-1 phosphatase; 0.88% of 340,000 active; inhibition, % at 20 µM; AID 493091; Recombinant Scp1, phosphopeptide, malachite green phosphate absorbance; Q9GZU7;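 active = inhibition above about 50% at 20 µM, limit read from the data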;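 note: plate controls were DMSO wells with enzyme for no effect and wells lacking enzyme for full effect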
Target sequence (Q9GZU7 76-261 limits assumed): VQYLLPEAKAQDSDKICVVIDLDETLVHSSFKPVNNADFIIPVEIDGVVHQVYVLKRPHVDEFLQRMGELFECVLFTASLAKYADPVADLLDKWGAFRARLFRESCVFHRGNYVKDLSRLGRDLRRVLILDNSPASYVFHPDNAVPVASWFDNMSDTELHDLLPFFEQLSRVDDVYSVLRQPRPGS
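Test system: SCP-1 phosphatase catalytic domain, residues 76-261; measured by: colorimetric phosphate reagent with accelerator and stabiliser, absorbance at 630 nm; timing: enzyme reaction 45 min at room temperature, colour 5 min, stabilisation 30 min; also added: Phosphorylated 17-residue peptide substrate; compound dosing: one concentration, 20 µM, with 1.0% DMSO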
SUMO1 PPI mod: SUMO1-SIM interaction modulation | inhibition, % at 20 µM | P63165 | AID 602429 | 0.33% of 360,000 active | SUMO1 binding to a labelled peptide, TR-FRET, 1 h; in the data active = inhibition above about 37%
Target sequence (P63165 whole entry, looked up): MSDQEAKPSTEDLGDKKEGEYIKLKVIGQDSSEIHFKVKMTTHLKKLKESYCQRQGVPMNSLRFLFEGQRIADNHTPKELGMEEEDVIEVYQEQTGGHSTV
LMPTP inh: LMPTP (human) inhibition | recombinant LMPTP-A, OMFP fluorogenic substrate, fluorescence intensity | inhibition, % at 20 µM | 0.22% of 360,000 active;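 active = compounds that cut the enzyme signal by at least half of the control window in the single-dose screen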;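 note: plate controls were DMSO wells with enzyme plus substrate for no effect and substrate without enzyme for full effect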
Target sequence (P24666 whole entry, looked up): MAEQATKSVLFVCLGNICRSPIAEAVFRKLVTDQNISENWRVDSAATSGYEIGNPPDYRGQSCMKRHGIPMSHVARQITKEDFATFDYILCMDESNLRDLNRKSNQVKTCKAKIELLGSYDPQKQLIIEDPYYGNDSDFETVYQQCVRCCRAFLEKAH
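Assay system: LMPTP-A enzyme. Input: 0.625 nM LMPTP-A final. Probe or stimulus: 400 µM OMFP. Compound dosing: single 20 µM dose. Schedule: 50 min dark incubation at room temperature. Detection: fluorescence intensity of OMFP turnover product. Read-out: percent inhibition versus substrate-only and uninhibited controls. Benchmarks: no-enzyme low control, uninhibited high control.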
MsrA inh: inhibits bovine methionine sulfoxide reductase A; purified bovine MsrA, absorbance read-out; inhibition, % at 15.5 µM; 0.75% of 360,000 active; AID 651718; in the data active = inhibition above about 4.5%;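 note: 0% = vehicle wells with enzyme and 100% = reference inhibitor wells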
Tb MetRS inh: Trypanosoma brucei MetRS inhibition; inhibition, % at 11.9 µM; purified T. brucei MetRS, ATP depletion, Kinase-Glo luminescence; 0.4% of 360,000 active; AID 624268;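 active = inhibition above a per-plate cutoff of the control wells' mean inhibition plus 3 SD, cut at about 5.5% in these data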;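 note: 0% = DMSO wells median and 100% = median of wells with control inhibitor compound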
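Dosing: 11.9 µM compound single dose, 0.9% DMSO; Assay system: purified T. brucei MetRS enzyme; Measured by: Kinase-Glo luciferase luminescence reporting remaining unconsumed ATP; Schedule: 15 min plus 2 h at 25 °C.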
CSN deneddyl inh: inhibitors of human CSN-mediated cullin deneddylation | AID 651999 | Q92905 | 0.38% of 360,000 active | inhibition, % at 12.5 µM | Purified CSN, SCF-Nedd8-OG deneddylation, fluorescence polarization;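 active = pattern-corrected inhibition above about 35%, with an unprinted fluorescence ratio check between 0.5 and 1.5, limit read from the data, passing the limit was not always enough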;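 note: 0% = enzyme with substrate and 100% = substrate without enzyme; some results filed as inactive read as strong as hits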
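Assay system: purified human Csn5 enzyme expressed in HEK293T cells; measure: % inhibition; also added: SCFSkp2-Nedd8OG substrate at 10 nM final; technique: fluorescence polarization; times: reaction 90 min, room temperature; medium: Tris buffer pH 7.5, NaCl, DTT, Tween-20, trehalose, ovalbumin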
NadD inh: NadD (S. aureus) enzyme inhibition; inhibition, % at 20 µM; 0.78% of 360,000 active; purified NadD enzyme, colorimetric absorbance read-out; in the data active = inhibition above about 26%; note: some compounds past the cut are filed as inactive
STEP inh: STEP (human) phosphatase inhibition. recombinant STEP, OMFP fluorogenic substrate, fluorescence. inhibition, % at 20 µM. 0.25% of 360,000 active;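 active = inhibition at 20 µM, scaled per plate between control wells, above about 37%, limit read from the data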;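 note: 0% = DMSO with enzyme and substrate and 100% = substrate only without enzyme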
Target sequence (P54829 whole entry, looked up): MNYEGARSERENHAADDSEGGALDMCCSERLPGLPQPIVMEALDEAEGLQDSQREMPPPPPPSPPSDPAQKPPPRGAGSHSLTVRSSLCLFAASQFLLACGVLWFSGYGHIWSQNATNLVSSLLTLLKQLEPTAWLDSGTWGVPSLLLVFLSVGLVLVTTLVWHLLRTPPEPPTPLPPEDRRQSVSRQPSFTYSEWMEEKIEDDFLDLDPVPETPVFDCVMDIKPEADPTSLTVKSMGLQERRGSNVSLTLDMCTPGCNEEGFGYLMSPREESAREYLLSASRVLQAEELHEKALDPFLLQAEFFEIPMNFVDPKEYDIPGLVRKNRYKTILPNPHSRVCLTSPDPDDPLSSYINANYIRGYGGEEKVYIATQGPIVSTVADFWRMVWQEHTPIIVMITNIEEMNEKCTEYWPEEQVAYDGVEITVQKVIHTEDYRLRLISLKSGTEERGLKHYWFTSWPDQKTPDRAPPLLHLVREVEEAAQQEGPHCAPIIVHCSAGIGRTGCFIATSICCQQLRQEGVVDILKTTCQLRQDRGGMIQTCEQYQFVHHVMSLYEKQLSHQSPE
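Assay system: isolated STEP enzyme / Timing: 20 min at room temperature, dark / Doses: 20 µM, 1% DMSO / Technique: fluorescence intensity, excitation 480 nm, emission 540 nm / Reagent: fluorogenic phosphatase substrate OMFP at 25 µM final / Measure: percent inhibition scaled to no-enzyme and uninhibited-enzyme controls, plate-pattern corrected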
An asterisk follows results filed as active; i = inactive; nt = not tested or not shown.

SMILES | Rpn11 block | DNMT1 block | Scp1 inh | SUMO1 PPI mod | LMPTP inh | MsrA inh | Tb MetRS inh | CSN deneddyl inh | NadD inh | STEP inh
CC(C)OP(=O)(OC(C)C)C(Nc1ccccn1)c1ccc(F)cc1 (centres undefined) | i | -1 | -2 | -1 | -0.5 | -0.4 | 0.7 | -2 | 6 | -3
Cc1ccc(Cl)c(NC(=O)CN(C)CC(=O)Nc2ccc(F)c(F)c2F)c1Cl | i | -2 | -5 | 1 | 1.1 | 1.8 | 1.6 | -7 | 2 | -1
COc1ccc(C2CC(=O)Oc3ccc(OC)cc32)cc1 (centres undefined) | i | -1 | -7 | 6 | 0.0 | 3.4 | -0.1 | 3 | -4 | 0
CCOC(=O)C1(CCCc2ccccc2)CCN(C(=O)C(C)n2cncn2)CC1 (centres undefined) | i | 0 | 2 | -4 | -2.3 | 0.5 | 0.3 | 1 | -3 | -5
CC(=O)c1ccc(NC(=O)C2CC(=O)N(C(C)C)C2)cc1 (centres undefined) | i | -3 | -7 | 5 | -0.8 | 0.2 | 0.8 | -2 | 0 | 1
CCN(CC(=O)N1CCOCC1)S(=O)(=O)c1ccc(Cl)cc1 | i | -1 | -2 | 4 | -1.0 | 0.3 | 1.0 | 0 | -4 | 0
O=C(O)c1ccc(COc2ccccc2[N+](=O)[O-])o1 | i | 19 | 24 | -6 | -1.1 | -0.2 | -0.1 | -16 | -6 | 0
CCOC(=O)c1sc2nc(C)nc(SC(C)C(=O)NC3CC3)c2c1C (centres undefined) | i | -4 | -2 | -11 | 0.3 | 0.8 | -0.2 | 1 | -2 | 2
COc1ccc(C(=O)OCCOc2ccccc2C(C)=O)c(O)c1 | i | 2 | 3 | -1 | 1.2 | -0.6 | -1.9 | -3 | -7 | -4
CCN(CC)S(=O)(=O)c1cc(Cl)ccc1OC | i | 1 | -5 | 2 | -0.4 | 0.5 | -0.1 | -3 | -1 | -2
COCCNC(=O)C1CCC(=O)N1S(=O)(=O)c1ccc(C)cc1 (centres undefined) | i | -2 | -3 | 2 | -1.0 | 1.1 | -0.8 | 0 | -4 | 1
CN(CCc1cn[nH]c1)Cc1nc(C(c2ccccc2)c2ccccc2)no1 | i | -16 | -3 | 4 | -0.2 | 1.4 | 0.4 | -16 | 1 | 2
CCOC(=O)CCC(NC(=O)c1ccc(NCN2C(=O)CCC2=O)cc1)C(=O)OCC (centres undefined) | i | 3 | -8 | -3 | -2.0 | 0.8 | -0.8 | 0 | -3 | 11
Cc1ccccc1OCC(=O)NCCC(=O)O | i | 2 | -3 | 2 | -1.8 | -0.1 | -0.3 | -4 | 1 | 1
CC(=O)N1CCN(c2ccnc3cc(Cl)ccc23)CC1 | i | 0 | -10 | -3 | 1.0 | 0.2 | -0.9 | 4 | -4 | 0
Cc1ccc(C(=O)N(CC(=O)Nc2sc(C)c(C)c2C(N)=O)C2CCCC2)cc1 | i | -1 | 0 | 4 | 0.2 | 0.5 | -0.4 | 7 | -6 | 2
Cc1ccccc1OCC(=O)Nc1cc(S(=O)(=O)N2CCOCC2)ccc1N1CCCC1 | i | -3 | -5 | -2 | 0.4 | -0.3 | 0.2 | 0 | 3 | 1
CCCCn1nc2cc(C(=O)NCCc3ccc(C)cc3)ccc2c1OCC | i | 3 | -6 | 0 | 1.2 | -0.1 | -0.4 | -6 | 1 | 1
COc1ccc(NC(=O)CSc2ncnc3c2cnn3Cc2ccccc2)cc1OC | i | 0 | -11 | -1 | -1.3 | 0.8 | 0.6 | 6 | -5 | -1
CC1CC(C)CN(S(=O)(=O)N2CCCC(C(=O)NC3CCCCC3)C2)C1 (centres undefined) | i | 3 | -5 | -7 | 0.0 | -0.1 | 0.6 | 1 | -4 | -3
Cn1cc(C(N)=O)c2ccccc21 | i | 2 | 12 | 6 | -0.8 | 0.4 | 0.1 | -3 | 0 | 2
C[N+](C)(C)CCOC(=O)C1(c2ccccc2)CCCC1 | i | -5 | -4 | -1 | -0.7 | -0.1 | -1.0 | 4 | 5 | -5
CCN(C(=O)C(C)OC(=O)C1C(C(=O)OC)=C(C)NC(C)=C1C(=O)OC)c1ccccc1 (centres undefined) | i | 3 | 1 | 1 | 1.0 | 3.8 | 0.8 | -3 | -7 | 0
CCNC(=O)C(Cc1ccccc1)NC(=O)OCc1ccccc1 (centres undefined) | i | 3 | -6 | -1 | -0.6 | 1.5 | -0.7 | -7 | -7 | 0
CCC1(C)OC(=O)N(CCCn2ccnc2C)C1(C)O (centres undefined) | i | 4 | -3 | 1 | -1.6 | -0.6 | -0.8 | 6 | -4 | -2
COc1ccc(NC(=S)N2CCN(C/C=C/c3ccccc3)CC2)cc1OC | i | -2 | -13 | 1 | -2.7 | -1.2 | -0.7 | -4 | 2 | 1
O=C1/C(=C/c2cccnc2)Cc2ccc(Cl)cc21 | i | 5 | -6 | -23 | 1.9 | -0.8 | -0.2 | -1 | -2 | 0
NS(=O)(=O)c1ccc(CCNC(=O)c2ccc([N+](=O)[O-])s2)cc1 | i | -6 | -7 | -33 | 0.4 | 1.1 | -0.6 | -1 | -4 | 0
COc1ccc(C(=O)O)cc1S(=O)(=O)N(C)C | i | -2 | -5 | 22 | -0.7 | -0.1 | -0.6 | 8 | 4 | 0
CC(C#N)Sc1ncnc2sc3c(c12)CCC3 (centres undefined) | i | -1 | -5 | 2 | -1.3 | 0.4 | -0.1 | 1 | -1 | 0
O=C(O)CCn1c(SCCOc2ccccc2F)nc2ccccc21 | i | 0 | 8 | 1 | -1.0 | -1.2 | -0.7 | 2 | -2 | -1
CCc1ccc(N=C2NC(=O)/C(=C/c3cc(OC)c(OC)c(OC)c3)S2)cc1 | i | 2 | -3 | 20 | 1.1 | 0.7 | -0.8 | -1 | 5 | 1
O=C(c1cn(-c2ccccc2)nc1-c1ccc(Br)cc1)N1CCOCC1 | i | -1 | -2 | 0 | -1.9 | -0.3 | -0.5 | -2 | 2 | -2
Cc1ccc(C2NNC(=O)C2NC(=O)c2ccccc2)cc1 (centres undefined) | i | -16 | 0 | 9 | 0.8 | -0.3 | -0.9 | -3 | 6 | 1
Brc1ccc(-n2c(SCc3nc4ccccc4[nH]3)nnc2-c2ccncc2)cc1 | i | -2 | -4 | -5 | -2.6 | -0.2 | 27* | 3 | 5 | -1
Cc1nnc(C)n1/N=C/c1ccc(-c2ccccc2)cc1 | i | -2 | -8 | -15 | 0.1 | -0.3 | -0.7 | -6 | 7 | -3
COc1ccc(NCC(=O)N/N=C(\C)c2cc3ccccc3o2)cc1 | i | -12 | -3 | -6 | 1.4 | 2.2 | 0.1 | -3 | 9 | -1
CCc1ccc(CN2CCC(Oc3ccc(C(=O)N4CCCCC4)cc3)CC2)cc1 | i | 2 | -2 | -1 | 0.6 | 1.5 | -0.3 | 1 | 2 | 2
O=C(O)CSc1nc(-c2ccccc2)nc2c1oc1ccccc12 | i | 4 | -6 | 11 | 0.2 | 2.5 | -0.5 | -2 | -3 | -2
Cc1ccc2cc(C(c3nnnn3C3CCCC3)N(Cc3ccccc3)Cc3ccco3)c(=O)[nH]c2c1 (centres undefined) | i | -2 | -4 | -15 | 0.0 | 0.5 | -0.8 | 3 | 23 | -4
CSc1nc2ccc(NC(=O)CS(=O)(=O)c3ccccc3)cc2s1 | i | 1 | nt | 1 | -2.8 | -1.1 | -0.3 | -1 | -1 | -2
CN1CCN(c2ccccc2NC(=O)c2cc3ccccc3o2)CC1 | i | -6 | 1 | -1 | -1.1 | 1.8 | 0.0 | 3 | -11 | -4
NC(=O)CC1(c2ccccc2)CCCCC1 | i | -2 | nt | 5 | -1.8 | 0.7 | -0.1 | -4 | -1 | -2
CC1CCCCC1NC(=O)c1c(O)nc2ccccn2c1=O (centres undefined) | i | 2 | -6 | 3 | 0.7 | 0.6 | -0.1 | -4 | -1 | 1
Cc1ccc(C(=O)NCCCNC(=O)COc2ccc(Cl)cc2)cn1 | i | 3 | -5 | -4 | -1.5 | 0.5 | -0.4 | -1 | -1 | -2
O=c1cnn(Cc2ccc(Cl)c(Cl)c2)c2ccccc12 | i | -1 | 2 | -32 | -0.6 | 2.5 | 0.6 | 3 | 3 | -1
COc1ccc2nc(SCC(=O)Nc3cc(OC)c(OC)cc3C(=O)O)c(C)cc2c1 | i | 7 | 4 | -2 | -0.9 | 1.0 | -0.3 | -3 | 6 | -1
Cc1ccc([C@H]2C(C(=O)O)=CCN2S(=O)(=O)c2ccc(C)cc2)cc1 | nt | nt | nt | 0 | -2.5 | 0.4 | 0.6 | -1 | nt | nt
CC(C)=CC(O)C/C(C)=C/COc1ccc2ccc(=O)oc2c1 (centres undefined) | i | -6 | -7 | 4 | -0.4 | 1.8 | -0.3 | 1 | 0 | 0
COc1cccc(OC)c1C(=O)Nc1ccc2c(c1)N(S(=O)(=O)c1cccs1)CCC2 | i | -3 | -10 | 0 | 2.6 | 1.1 | 0.4 | -1 | 3 | 2
COc1ccc(/C=N/NC(=O)CCc2n[nH]c(=O)[nH]c2=O)cc1OC | i | 10 | 10 | -4 | -2.3 | 1.2 | -0.6 | -13 | -4 | -2
Cc1ccc(S(=O)(=O)Nc2ccccc2N2CCCCC2)cc1 | i | -1 | -5 | 4 | 3.3 | -0.4 | -0.1 | -7 | 7 | 2

Six entries picked at random from the list so far:
SMILES | Rpn11 block | DNMT1 block | Scp1 inh | SUMO1 PPI mod | LMPTP inh | MsrA inh | Tb MetRS inh | CSN deneddyl inh | NadD inh | STEP inh
CC(=O)c1ccc(NC(=O)C2CC(=O)N(C(C)C)C2)cc1 (centres undefined) | i | -3 | -7 | 5 | -0.8 | 0.2 | 0.8 | -2 | 0 | 1
NC(=O)CC1(c2ccccc2)CCCCC1 | i | -2 | nt | 5 | -1.8 | 0.7 | -0.1 | -4 | -1 | -2
Cc1ccc([C@H]2C(C(=O)O)=CCN2S(=O)(=O)c2ccc(C)cc2)cc1 | nt | nt | nt | 0 | -2.5 | 0.4 | 0.6 | -1 | nt | nt
COc1ccc(NCC(=O)N/N=C(\C)c2cc3ccccc3o2)cc1 | i | -12 | -3 | -6 | 1.4 | 2.2 | 0.1 | -3 | 9 | -1
CCN(C(=O)C(C)OC(=O)C1C(C(=O)OC)=C(C)NC(C)=C1C(=O)OC)c1ccccc1 (centres undefined) | i | 3 | 1 | 1 | 1.0 | 3.8 | 0.8 | -3 | -7 | 0
O=C(O)CCn1c(SCCOc2ccccc2F)nc2ccccc21 | i | 0 | 8 | 1 | -1.0 | -1.2 | -0.7 | 2 | -2 | -1

High-throughput results as filed in PubChem BioAssay.
